Avidin bead fluor – avidin bead compound fluorescence profile. Avidin beads, compound fluorescence 488/530 nm, flow cytometry; stronger effect = higher value. fluorescence (KMESF) at 10 µM. actives 0.38% (n = 220,000). AID 1775; in the data active = fluorescence above about 47; also: inactives centre near 10
RGS7-Gao – human RGS7-Galphao interaction regulation; Multiplexed bead flow cytometry, RGS7-Galphao binding; actives lie on both sides; actives 0.35% (n = 220,000); binding response (% of control), % at 10 µM; AID 1439; in the data active = binding response below about 49% or above about 150%; inconclusive = no clear call, values can overlap the other calls; inactive = in between;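 also: fluorescent Galphao held in activated GDP-AlF4 state binding bead-coupled RGS7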
Target sequence (P09471 whole entry, looked up): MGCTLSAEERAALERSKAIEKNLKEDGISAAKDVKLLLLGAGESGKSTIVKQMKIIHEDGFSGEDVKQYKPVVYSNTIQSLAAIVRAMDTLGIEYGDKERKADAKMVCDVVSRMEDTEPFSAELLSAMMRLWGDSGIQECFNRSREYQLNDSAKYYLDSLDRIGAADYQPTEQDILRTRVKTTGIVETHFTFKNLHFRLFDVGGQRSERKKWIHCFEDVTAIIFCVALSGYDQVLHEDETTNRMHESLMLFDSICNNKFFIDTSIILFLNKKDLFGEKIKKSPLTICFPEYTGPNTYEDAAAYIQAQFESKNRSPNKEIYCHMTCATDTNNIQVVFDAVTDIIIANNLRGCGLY
RGS4-Gao reg – modulates binding of RGS4 to human Galphao; P09471; Multiplexed bead flow cytometry; actives lie on both sides; binding response (% of control), % at 10 µM; actives 0.33% (n = 220,000); in the data active = binding response below about 49% or above about 150%; inactive = in between;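 also: fluorescent Galphao activated with aluminum fluoride binding bead-coupled RGS4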
Starred values were filed as active, the others as inactive; ? = inconclusive; nt = no result given; [ ] = remark or other dose. This is a subset, so the mix of outcomes need not match the whole.

| SMILES | Avidin bead fluor | RGS7-Gao | RGS4-Gao reg |
| --- | --- | --- | --- |
| COC(=O)N/N=C/c1ccc(OC(=O)/C=C/c2ccco2)cc1 | 8 | ? | 92 |
| C(=N\Nc1nncc2ccccc12)/c1ccccc1 | 3 | ? | 97 |
| N#Cc1ccccc1OCC(=O)NC(=O)NCc1ccco1 | 16 | ? | 100 |
| Cc1ccc(/C=C2\CC(C)CC3=C2NC(=S)NC3c2ccc(C)cc2)cc1 (configuration not stated) | 7 | ? | 101 |
| O=C1c2ccccc2C(Nc2ccccc2)N1Cc1ccc2c(c1)OCO2 (configuration not stated) | 6 | ? | 93 |
| O=c1c2ccccc2c(-c2cccc(C(F)(F)F)c2)nn1-c1ccccc1 | 3 | ? | 101 |
| CCCC1=C(C(=O)OCC)C(c2ccco2)n2ncnc2N1 (configuration not stated) | 3 | ? | 54 |
| O=C(NCCSc1ccccc1)c1ccc(CN2CCOCC2)cc1 | 11 | ? | 104 |
| Cc1ccc(C(N)=Nc2ccccc2)cc1 | 6 | ? | 110 |
| Cc1ccccc1NC(=O)Oc1cccc(OC(=O)c2ccccc2)c1 | 9 | ? | 102 |
| Cc1onc(-c2c(F)cccc2Cl)c1C(=O)O/N=C(\N)c1ccc([N+](=O)[O-])o1 | 4 | ? | 94 |
| COCCNc1nc(C)cc(-c2cc(-c3ccc(Cl)cc3)on2)n1 | 10 | ? | 100 |
| CCN(CC)c1ccc(/C=N/NC(=O)OC(C)(C)C)cc1 | 6 | ? | 96 |
| O=C(O)CCCCCNC(=O)C(=O)C1C(=O)Nc2ccccc21 (configuration not stated) | 6 | ? | 111 |
| C1CN(c2nc3nonc3nc2N2CCSCC2)CCO1 | 7 | ? | 92 |
| Cc1cccc(-n2nnnc2SCC(=O)NCC2CCCO2)c1 (configuration not stated) | 8 | ? | 102 |
| Cc1cc(OCC(=O)Nc2ccc(Br)cc2)cc2c1C(=O)CC(C)(C)O2 | 5 | ? | 102 |
| c1ccc(-n2cccc2)c(N2CCCCC2)c1 | 7 | ? | 102 |
| CCCCC(=O)N=c1sc2c(OC)ccc(OC)c2n1C | 6 | ? | 102 |
| O=c1[nH]nc(-c2ccc(F)cc2)cc1Cc1ccc(F)cc1 | 10 | ? | 104 |
| CC(C)(C)OC(=O)[C@H](Cc1ccccc1)NC(=O)c1[nH]cnc1C(=O)Nc1ccc(Cl)cc1 | 10 | ? | 105 |
| O=C(O)CC(CC(=O)O)(C(=O)O)c1ccccc1 | 7 | ? | 99 |
| CCCCOC(=O)c1ccc(N=Nc2c(C)c(C#N)c(O)[nH]c2=O)cc1 | 8 | ? | 102 |
| COc1ccc(-n2c(SCC(=O)Nc3ccccc3OC)nc(O)cc2=O)cc1 | 9 | ? | 90 |
| Cc1ccc(Cc2c(C)c(C#N)c3[nH]c4ccccc4n3c2=O)cc1 | 7 | ? | 98 |
| COC(=O)[C@@H]1C[C@H]2CC[C@H](O)C[C@H]2N1Cc1ccc(C(F)(F)F)cc1 | 8 | ? | 100 |
| O=C(COC(=O)CCN=C1NS(=O)(=O)c2ccccc21)NC1CCCCCCC1 | 8 | ? | 100 |
| O=C(Nc1ccccc1C(=O)N1CCCCCC1)c1ccccc1 | 9 | ? | 112 |
| COc1ccc(Cn2cccc(NC(=O)Nc3cccc(OC)c3)c2=O)cc1 | 9 | ? | 92 |
| Clc1ccc(-n2nnnc2-c2ccno2)cc1 | 6 | ? | 112 |
| CC(C)c1ccc(NC(=O)CNCC(c2ccccc2)N(C)C)cc1 (configuration not stated) | 7 | ? | 98 |
| C/C(=N/NC(=O)CCc1c(C)n[nH]c1C)c1cccc([N+](=O)[O-])c1 | 7 | ? | 100 |
| Cc1ccc(CSc2nnc([C@@H]3CCCN3C(=O)OC(C)(C)C)o2)cc1 | 9 | ? | 96 |
| CC(=O)N1CSCC1C(=O)NNS(=O)(=O)c1cccc(C(F)(F)F)c1 (configuration not stated) | 6 | ? | 83 |
| C[C@H](NC(=O)c1nc[nH]c1C(=O)N[C@@H](CCCCNC(=O)OC(C)(C)C)C(=O)OC(C)(C)C)c1ccccc1 | 14 | ? | 106 |
| Cc1sc2nc(COC(=O)c3ccc(Cl)c(N)c3)[nH]c(=O)c2c1C | 3 | ? | 104 |

Look-ups from the results shown:
Entry for `O=C(Nc1ccccc1C(=O)N1CCCCCC1)c1ccccc1` in Avidin bead fluor: 9
Entry for `COc1ccc(Cn2cccc(NC(=O)Nc3cccc(OC)c3)c2=O)cc1` in RGS4-Gao reg: 92

(listing goes on)
| SMILES | Avidin bead fluor | RGS7-Gao | RGS4-Gao reg |
| --- | --- | --- | --- |
| COc1ccc(/C=N/NC(=S)N[C@H]2CC3CCC2C3)cc1 (some centres not stated) | 6 | ? | 102 |
| CC(C)(C)c1ccc(SCCc2cccnc2)cc1 | 8 | ? | 103 |
| BrC(=C\c1ccccc1)/C=N/Nc1ccc2nncn2n1 | 7 | ? | 99 |
| CN1CCN(c2ccc(CNC(=O)c3cc4ccccc4o3)cc2)CC1 | 4 | ? | 107 |
| CC(=O)N(CCC(Cc1ccccc1)c1ccco1)Cc1ccco1 (configuration not stated) | 18 | ? | 103 |
| NS(=O)(=O)c1ccc(NC(=O)COC(=O)c2ccc([N+](=O)[O-])s2)cc1 | 5 | ? | 100 |
| COC(=O)c1sccc1-c1ccc(/C=N/OC(=O)c2cccs2)o1 | 3 | ? | 96 |
| CC(C)Cn1c([N+](=O)[O-])nc2c1c(=O)[nH]c(=O)n2C | 8 | ? | 103 |
| CCOC(=O)COc1ccc2c(=O)cc(-c3ccccc3)oc2c1 | 10 | ? | 99 |
| Cc1c(C(=O)NCCSCc2ccc(F)cc2)cnn1-c1ccc(Cl)cc1 | 9 | ? | 102 |
| O=C(O)C1=C[C@H](c2ccc(F)cc2)C[C@H](OCCCCO)O1 | 11 | ? | 109 |
| O=C(O)/C=C/S(=O)(=O)c1ccc2ccccc2c1 | 8 | ? | 94 |
| CCC(NC(=O)Nc1cc(C)on1)(C(F)(F)F)C(F)(F)F | 4 | ? | 99 |
| CCCc1cc(NCc2ccccn2)n2nc(C)c(-c3ccccc3)c2n1 | 9 | ? | 97 |
| C=C1c2cc(C)c(C)cc2NC(=O)N1c1ccccc1 | 3 | ? | 111 |
| C/C=C(\C)C(=O)Nc1cccc(C2=NOC3(C2)C[C@@H](C(N)=O)N(C(=O)c2ccccc2C(=O)c2ccccc2)C3)c1 (some centres not stated) | 10 | ? | 103 |
| O=C(C[n+]1ccc(-c2nnc3n2CCCCC3)cc1)c1ccc(Cl)cc1 | 3 | ? | 71 |
| Cc1nc(SCc2ccc(O)c([N+](=O)[O-])c2)c([N+](=O)[O-])[nH]1 | 2 | ? | 101 |
| O=C1CCCCC/C1=N/Nc1ccc(OCc2ccccc2)cc1 | 5 | nt | 108 |
| CCN1CCN(Cc2ccc(NC(=O)c3ccc(C)c(NC(=O)c4cc(-c5ccc(Br)cc5)n[nH]4)c3)cc2C(F)(F)F)CC1 | 8 | ? | 99 |
| Cc1cc(Cl)nc2ccc(Cc3ccc4nc(Cl)cc(C)c4c3)cc12 | 7 | ? | 98 |
| CCCCNc1ccc(C(CC(N)=O)NC(=O)Cc2cccc3ccccc23)cc1[N+](=O)[O-] (configuration not stated) | 12 | ? | 105 |
| Cc1ccc(/C=N/n2c(-c3ccc(Cl)cc3)n[nH]c2=S)o1 | 7 | ? | 101 |
| CN(C)S(=O)(=O)c1cccc(NC(=O)COC(=O)c2cc(=O)c3ccccc3o2)c1 | 4 | ? | 98 |

The list continues.
molecule	Avidin bead fluor	RGS7-Gao	RGS4-Gao reg
CCOC(=O)c1cc(C(C)(C)C)nc(SC)c1C#N	6	?	101
Cn1c2ccccc2c(=O)c2c(=O)n(-c3ccccc3)c(-c3ccc(C(C)(C)C)cc3)nc21	7	?	100
O=C(O)CC12CC3CC(C1)CC(n1ncc(NCc4ccc(F)cc4)c(Cl)c1=O)(C3)C2	8	?	99
COC(=O)c1ccc(COc2ccc(/C=N/Nc3nc(C)cc(=O)[nH]3)cc2)cc1	18	?	109
Cc1cc2nc3n(c2cc1C)CC1CC(C(=O)NCCc2cccs2)N(C)C31 (configuration not stated)	7	?	87
CC(C)Cc1ccc(S(=O)(=O)Nc2ccccn2)cc1	8	?	105
O=C(N/N=C/c1ccco1)c1ccc(OCc2ccccc2)cc1	7	nt	102
Cc1nnsc1-c1nnc(SCC(=O)c2ccc(F)cc2)n1C1CC1	9	?	103
Cc1ccc(-c2nc3[nH]c(=O)cc(NC(=O)C(C)C)n3n2)cc1	7	?	100
CCOC(=O)N1CC(=O)Nc2ccc(Br)cc2C1c1ccccc1 (configuration not stated)	7	?	98
CC1(c2nnc(-c3ccc(Cl)cc3)o2)CC(c2cccc(Cl)c2)=NO1 (configuration not stated)	7	?	87
CC1CN(S(=O)(=O)c2ccc(C(=O)Nc3nccs3)cc2)CC(C)O1 (configuration not stated)	5	?	88
CCCCCc1cc(=O)oc2c(C(CCN3CCCC(C)C3)c3ccc(N(C)C)cc3)c(OC)cc(OC)c12 (configuration not stated)	9	?	106
Nc1nc(COc2ccccc2C=O)nc(Nc2ccccc2)n1	8	?	101
COC(=O)c1cccc(CN2C(=O)SC(Nc3ccc(C)cc3)C2=O)c1 (configuration not stated)	4	?	118
O=C(COc1ccccc1C(=O)O)Nc1nc2ccc([N+](=O)[O-])cc2s1	2	?	77
O=c1c2c3c(sc2n(CCN2CCCC2)c(=O)n1Cc1ccccc1)CCCCC3	9	?	106
CC(C)c1cc(-c2cc(C(=O)NCc3ccccc3)on2)nc(NC2CCCC2)n1	11	?	99
COC(=O)CCCC1=CC2=CC(=O)C(C)(OC(=O)c3cccs3)C(=O)C2=CN1CCc1ccccn1 (configuration not stated)	12	?	99
COc1ccccc1-n1cc(-c2ccc([N+](=O)[O-])cc2)[nH]c1=S	10	?	97

In another format: entries from further up.
structure: Cc1cc(OCC(=O)Nc2ccc(Br)cc2)cc2c1C(=O)CC(C)(C)O2
- Avidin bead fluor: 5
- RGS7-Gao: ?
- RGS4-Gao reg: 102
structure: O=C(Nc1ccccc1C(=O)N1CCCCCC1)c1ccccc1
- Avidin bead fluor: 9
- RGS7-Gao: ?
- RGS4-Gao reg: 112
structure: CC(C)Cn1c([N+](=O)[O-])nc2c1c(=O)[nH]c(=O)n2C
- Avidin bead fluor: 8
- RGS7-Gao: ?
- RGS4-Gao reg: 103
structure: C/C(=N/NC(=O)CCc1c(C)n[nH]c1C)c1cccc([N+](=O)[O-])c1
- Avidin bead fluor: 7
- RGS7-Gao: ?
- RGS4-Gao reg: 100

Remaining list, next part
molecule	Avidin bead fluor	RGS7-Gao	RGS4-Gao reg
S=C(NCc1ccccc1)N1CCN(C2CCCCC2)CC1	11	?	95
COc1ccc(-c2oc3cc(O)c(OC)c(O)c3c(=O)c2OC)cc1	7	?	104
CNC(=O)/C(C#N)=C/c1cc(C)n(-c2ccc(N3CCOCC3)cc2)c1C	114*	?	254*[activator]
Cc1cc(SCC(=O)c2ccccc2)n2ncc(-c3ccccc3)c2n1	6	?	102
O=C(N/N=C/c1ccccc1[N+](=O)[O-])c1ccc2nc[nH]c2c1	9	?	102
Nc1c(-c2n[nH]c(=S)n2-c2ccc(Cl)cc2Cl)cnn1-c1ccccc1	5	?	88
CN(C)C(=S)NC(C)(C)C	5	?	104
Nn1c(SCc2c(F)cccc2F)nnc1-c1ccccn1	10	?	100
C=C1CCC(C)C(C)(CCC2=CCOC2=O)C/C=C\C=C/1C(=O)O (configuration not stated)	19	?	103
CC1CN(c2nc3ccccn3c(=O)c2/C=C(\C#N)C(N)=O)CC(C)O1 (configuration not stated)	3	?	102
Cc1nc2ccccc2c(=O)n1/N=C/c1ccc2ccccc2c1O	4	?	102
CC(=O)N1CCN(c2nc(N)c(C#N)c(CC#N)c2C#N)CC1	6	?	100
Cn1ncc2c(Nc3ccc(Br)cc3)nc(Nc3ccc(Br)cc3)nc21	5	?	89
Cn1c(SCC(=O)N/N=C/c2cc([N+](=O)[O-])ccc2O)nnc1-c1ccccc1	6	?	105
CC(=O)c1ccc(NC(=O)C(C)n2c3ccccc3c3nc(=O)cc(C)n32)cc1 (configuration not stated)	7	?	101
CC(C)(C)N1CCC1C(N)=O (configuration not stated)	7	?	97
CCc1nc(CN2CCN(c3cc(C(F)(F)F)ccn3)CC2)c(C)[nH]1	7	?	103
Cn1c(=O)c2cc3ccccc3nc2n(C)c1=O	9	?	98
COc1ccccc1N1CCN(C(c2cccs2)C(C)NC(=O)c2ccncc2)CC1 (configuration not stated)	9	?	99
Cc1cc(C)n2nc(N)c(N=Nc3ccccc3)c2n1	7	?	102
Cc1ccc(Nc2ncnc3c2nnn3Cc2ccccc2)cc1	6	?	102
CCc1cc2c(=O)c(-c3nc4ccccc4[nH]3)coc2c(CN2CCCCC2C)c1O (configuration not stated)	7	?	101
CCCCNc1n[n+](C)c(-c2cccc(C)c2)s1	8	?	101
CCCc1nc2oc3ccccc3c(=O)c2c(=O)n1CCCOC	13	?	105
C/C=C/c1ccc(OCC(=O)O)c(OC)c1	3	?	106
CCOC(=O)c1c(N2C(=O)CC(Sc3ccccc3C(=O)O)C2=O)sc(C)c1C (configuration not stated)	7	?	102
NNC(=S)Nc1cccc(-c2n[nH]c(=S)o2)c1	6	?	104
O=C1C(=O)c2ccccc2C(O)=C1CCCCl	11	?	105
CCOC(=O)N1CCN(CC(=O)Nc2sc(CC)cc2C(=O)c2ccc(OC)cc2)CC1	9	?	96
CCCCN(Cc1ccccc1)S(=O)(=O)c1ccc2c(c1)n(C)c(=O)c(=O)n2C	9	?	98
O=C(c1ccc2c3c(cccc13)CC2)C1CCCN(C(=O)c2ccc[n+]([O-])c2)C1 (configuration not stated)	3	?	94
Cc1[nH]n(-c2ccccc2)c(=O)c1N=Nc1ccccc1C(=O)N1CCCCC1	7	?	107
Cc1ccc(-c2cc(C(=O)NN)n[nH]2)o1	3	?	94
Cn1nc(C(F)(F)F)c(-c2cccc(C(F)(F)F)c2)c1NC(=O)Nc1ccc(F)cc1	3	?	100

Source: PubChem BioAssay
